# Compound activity as filed in PubChem.
# STEP block – blocks human striatal-enriched tyrosine phosphatase; actives 0.25% (n = 360,000); recombinant STEP, OMFP fluorogenic substrate, fluorescence; inhibition, % at 20 µM; P54829;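 active = inhibition at 20 µM, scaled per plate between control wells, above about 37%, limit read from the data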;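 also: 0% = DMSO with enzyme and substrate and 100% = substrate only without enzyme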
# Target sequence (P54829 whole entry, looked up): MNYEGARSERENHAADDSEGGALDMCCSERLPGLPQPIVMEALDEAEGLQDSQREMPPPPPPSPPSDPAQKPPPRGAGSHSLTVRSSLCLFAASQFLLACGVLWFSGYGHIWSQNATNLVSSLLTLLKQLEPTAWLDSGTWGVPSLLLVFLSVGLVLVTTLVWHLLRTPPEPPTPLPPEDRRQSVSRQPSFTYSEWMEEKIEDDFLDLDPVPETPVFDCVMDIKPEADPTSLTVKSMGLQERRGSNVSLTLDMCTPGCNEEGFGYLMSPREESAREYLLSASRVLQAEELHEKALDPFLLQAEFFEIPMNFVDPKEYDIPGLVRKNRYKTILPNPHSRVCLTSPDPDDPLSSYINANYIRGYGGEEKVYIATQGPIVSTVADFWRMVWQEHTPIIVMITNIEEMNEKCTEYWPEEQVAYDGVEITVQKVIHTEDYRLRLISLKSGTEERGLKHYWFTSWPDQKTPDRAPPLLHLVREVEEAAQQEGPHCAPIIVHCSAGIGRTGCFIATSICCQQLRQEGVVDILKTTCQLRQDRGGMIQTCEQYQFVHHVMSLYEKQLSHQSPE
#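 Test system: STEP tyrosine phosphatase / Reagent: OMFP at 25 µM / Doses: 20 µM, 1% DMSO / Read-out: percent inhibition scaled to no-enzyme and uninhibited-enzyme controls, plate-pattern corrected / Detection: FITC-channel fluorescence of OMFP product / Medium: Bis-Tris buffer pH 6.0, 2.5 mM DTT, 0.005% Tween 20 / Schedule: 20 min at room temperature, dark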
# NadD inh – inhibitors of Staphylococcus aureus NadD; purified NadD enzyme, colorimetric absorbance read-out; inhibition, % at 20 µM; actives 0.78% (n = 360,000); in the data active = inhibition above about 26%; also: some compounds past the cut are filed as inactive
# CSN deneddyl inh – blocks human CSN-mediated cullin deneddylation; Q92905; Purified CSN, SCF-Nedd8-OG deneddylation, fluorescence polarization; inhibition, % at 12.5 µM; actives 0.38% (n = 360,000); AID 651999;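 active = pattern-corrected inhibition above about 35%, with an unprinted fluorescence ratio check between 0.5 and 1.5, limit read from the data, passing the limit was not always enough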;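 also: 0% = enzyme with substrate and 100% = substrate without enzyme; some results filed as inactive read as strong as hits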
#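 Assay system: purified human Csn5 enzyme expressed in HEK293T cells; measure: % inhibition; also added: SCFSkp2-Nedd8OG substrate at 10 nM final; technique: fluorescence polarization; times: reaction 90 min, room temperature; medium: Tris buffer pH 7.5, NaCl, DTT, Tween-20, trehalose, ovalbumin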
# Rin1-Abl PPI inh – human Rin1-Abl interaction inhibition | TR-FRET Rin1/Abl binding, biochemical | inhibition, % at 7.35 µM | actives 0.4% (n = 360,000) | AID 588664; in the data active = inhibition above about 5%, passing the limit was not always enough
# Rpn11 inh – blocks the human proteasome subunit Rpn11; human 26S proteasome, Ub4-pepOG fluorescence polarization; 20S core pre-blocked with epoxomicin; calls only at 20 µM; O00487; AID 588493; actives 0.59% (n = 360,000);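 active = inhibition at 20 µM, scaled to each plate's controls, above about 33%, limit read from the data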
# Target sequence (O00487 whole entry, looked up): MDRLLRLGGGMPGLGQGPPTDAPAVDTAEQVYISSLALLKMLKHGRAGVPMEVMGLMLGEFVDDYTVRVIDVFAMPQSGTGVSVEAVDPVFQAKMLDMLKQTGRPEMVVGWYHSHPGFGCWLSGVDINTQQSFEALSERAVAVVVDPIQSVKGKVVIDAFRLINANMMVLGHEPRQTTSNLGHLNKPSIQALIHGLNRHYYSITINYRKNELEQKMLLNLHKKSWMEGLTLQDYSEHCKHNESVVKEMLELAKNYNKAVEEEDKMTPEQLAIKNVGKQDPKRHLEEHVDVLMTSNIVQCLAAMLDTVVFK
# LMPTP block – blocks human LMPTP phosphatase; recombinant LMPTP-A, OMFP fluorogenic substrate, fluorescence intensity; inhibition, % at 20 µM; actives 0.22% (n = 360,000); P24666;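 active = compounds that cut the enzyme signal by at least half of the control window in the single-dose screen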;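 also: plate controls were DMSO wells with enzyme plus substrate for no effect and substrate without enzyme for full effect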
# Target sequence (P24666 whole entry, looked up): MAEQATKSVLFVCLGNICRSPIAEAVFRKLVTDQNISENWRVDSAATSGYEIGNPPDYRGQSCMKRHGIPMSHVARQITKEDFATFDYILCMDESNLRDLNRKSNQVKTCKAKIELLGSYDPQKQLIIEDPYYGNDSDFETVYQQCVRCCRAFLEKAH
#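 test system = LMPTP-A | amount = 0.625 nM LMPTP-A final | reagent = fluorogenic phosphatase substrate OMFP at 400 µM final | incubation = 50 min at room temperature | benchmarks = no-enzyme low control, uninhibited high control | medium = Bis-Tris pH 6.0, DTT, detergent | signal = fluorescence intensity of OMFP turnover product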
# Scp1 inh – blocks human Scp-1 phosphatase activity. AID 493091. Q9GZU7. inhibition, % at 20 µM. Recombinant Scp1, phosphopeptide, malachite green phosphate absorbance. actives 0.88% (n = 340,000);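 active = inhibition above about 50% at 20 µM, limit read from the data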;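 also: plate controls were DMSO wells with enzyme for no effect and wells lacking enzyme for full effect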
#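 Incubation: 45 min enzyme reaction at room temperature / System: truncated SCP-1 phosphatase (76-261aa) / Reagent: Phospho 17-mer peptide substrate / Buffer or medium: Acidic Tris acetate buffer with magnesium and detergent / Signal: absorbance at 630 nm / Doses: one concentration, 20 µM, with 1.0% DMSO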
# DNMT1 block – inhibitors of human DNMT1 | DNMT1 molecular beacon, Hinp1I cleavage, fluorescence | actives 0.83% (n = 360,000) | P26358 | inhibition (reported as % activation of signal), % at 10 µM; in the data active = inhibition above about 50%
# Neddyl block – blocks human cullin neddylation; P61081+Q13564; TR-FRET cullin neddylation, biochemical; calls only at 25 µM; actives 0.58% (n = 360,000); AID 651699; in the data active = inhibition above about 36%
# SUMO1 PPI mod – SUMO1-SIM interaction modulation; P63165; SUMO1 binding to a labelled peptide, TR-FRET, 1 h; inhibition, % at 20 µM; actives 0.33% (n = 360,000); AID 602429; in the data active = inhibition above about 37%
# * marks the source's active call; other numbers are inactive results; i = inactive; / = not tested or not shown; + = active, no number.
SMILES,STEP block,NadD inh,CSN deneddyl inh,Rin1-Abl PPI inh,Rpn11 inh,LMPTP block,Scp1 inh,DNMT1 block,Neddyl block,SUMO1 PPI mod
COc1ccc(CN2C(=O)c3ccccc3C2C(=O)NCc2cccnc2)c(OC)c1 (configuration not stated),-2.2,3.2,-0.6,-0.1,i,-1.8,-1.1,2.9,i,-1.8
CCOC(=O)C1CCN(C(=O)C2CCCN(S(=O)(=O)c3ccc(OCC)c(Cl)c3)C2)CC1 (configuration not stated),0.7,3.1,-0.5,0.0,i,-0.1,-2.7,-0.4,i,1.2
NC(=O)NC(=O)C[n+]1cccc(/C=N/O)c1,-0.7,-6.1,3.6,1.1,i,0.3,-5.1,0.8,i,-0.4
COc1ccccc1Cc1c(-c2ccc(Cl)cc2)nc2ccc(Cl)cn12,-1.6,11.7,7.5,-0.2,i,1.9,/,7.0,i,2.8
CN1CCN(c2ccc(Cl)cc2NC(=O)c2nn(-c3ccccc3)c(=O)c3ccccc23)CC1,2.7,-2.4,5.4,-2.2,i,1.6,15.5,-1.4,i,1.6
COc1cc(/C=C/C(=O)N2CCN(CC(O)COc3ccccc3)CC2)cc(OC)c1OC (configuration not stated),4.8,-2.9,-1.9,-1.4,i,-2.7,-6.0,-1.7,i,-4.5
CC(C)NC(=O)N(C)C[C@H]1Oc2ccc(NS(=O)(=O)c3ccc(F)cc3)cc2C(=O)N([C@H](C)CO)C[C@@H]1C,-0.7,2.6,-0.8,1.2,i,-1.5,4.0,1.2,i,2.0
CC1CCCN(S(=O)(=O)c2ccc(C(=O)Nc3nnc(C4CC4)o3)cc2)C1 (configuration not stated),7.3,6.6,1.6,-0.8,i,1.2,-9.2,3.3,i,0.6
COc1ccc(CC(=O)Nc2cc(=O)n(C)c(=O)n2C)cc1OC,1.2,-3.3,-4.0,2.8,i,-1.8,-0.8,4.0,i,-6.9
CC1(C)CC(=O)C(C=NCC2CCN(C(=O)Cc3ccccc3)CC2)=C(O)C1,47.5*,35.9*,-0.3,-4.2,+,15.1,3.6,75.5*,i,69.9*
CN(C)CCN(Cc1cccs1)S(=O)(=O)c1csc(C(N)=O)c1,-2.4,-4.9,-1.8,-0.6,i,-1.4,1.8,-0.5,i,4.2
O=C(CSc1nnc(-c2ccco2)o1)NC1CCCCC1,-1.3,-2.5,6.0,0.0,i,-1.9,-4.3,0.4,i,-4.2
COCCN1C(=O)c2ccccc2C(C(=O)N2CCN(c3ccccc3)CC2)C1c1ccc(F)cc1 (configuration not stated),-1.6,4.3,0.1,4.1,i,-0.6,-2.9,-0.6,i,1.0
COCCn1c(NC(=S)NC(=O)C23CC4CC(CC(C4)C2)C3)cc(=O)[nH]c1=O,3.4,22.3,-3.8,0.5,i,-2.4,-11.7,6.9,i,2.4
Cn1c(=O)c2cc(S(=O)(=O)NC(Cc3ccccc3)C(=O)NCC3CCCO3)ccc2n(C)c1=O (configuration not stated),8.9,-0.3,-1.6,2.4,i,0.5,-3.4,0.5,i,3.5
COc1ccc(-c2nc(C#N)c(NCc3ccccc3Cl)o2)cc1,-3.1,-14.0,1.7,2.1,i,1.1,-3.4,1.7,i,2.2
CCOc1ccc(N(CC(=O)Nc2ccc(F)c(F)c2)S(=O)(=O)c2c(C)noc2C)cc1,1.9,4.9,-4.6,1.6,i,3.0,-3.1,27.1,i,-2.7
Cc1ccccc1OCCC(=O)OCC(=O)Nc1ccc(C)c(S(=O)(=O)N2CCCCC2)c1,-1.1,0.4,-0.8,-2.1,i,2.6,/,7.5,i,2.8
Cc1cccc2sc(NC(=O)CCNC(=O)c3ccco3)nc12,-2.3,-5.3,-1.2,0.7,i,-0.3,-1.1,1.9,i,2.3
CCN(CC)c1ccc(/C=N/N2CCN(Cc3ccccc3Cl)CC2)c(O)c1,5.0,4.6,-1.5,1.8,i,3.2,-13.9,-7.0,i,3.8

# Given with two lines to a compound: 2 of the compounds above
# Results follow in this order: STEP block, NadD inh, CSN deneddyl inh, Rin1-Abl PPI inh, Rpn11 inh, LMPTP block, Scp1 inh, DNMT1 block, Neddyl block, SUMO1 PPI mod
COc1ccc(-c2nc(C#N)c(NCc3ccccc3Cl)o2)cc1
    -3.1, -14.0, 1.7, 2.1, i, 1.1, -3.4, 1.7, i, 2.2
CC1(C)CC(=O)C(C=NCC2CCN(C(=O)Cc3ccccc3)CC2)=C(O)C1
    47.5*, 35.9*, -0.3, -4.2, +, 15.1, 3.6, 75.5*, i, 69.9*

# Some of these compounds in order of formula weight, lowest first:
SMILES,STEP block,NadD inh,CSN deneddyl inh,Rin1-Abl PPI inh,Rpn11 inh,LMPTP block,Scp1 inh,DNMT1 block,Neddyl block,SUMO1 PPI mod
COc1ccc(-c2nc(C#N)c(NCc3ccccc3Cl)o2)cc1,-3.1,-14.0,1.7,2.1,i,1.1,-3.4,1.7,i,2.2
CCN(CC)c1ccc(/C=N/N2CCN(Cc3ccccc3Cl)CC2)c(O)c1,5.0,4.6,-1.5,1.8,i,3.2,-13.9,-7.0,i,3.8
COCCn1c(NC(=S)NC(=O)C23CC4CC(CC(C4)C2)C3)cc(=O)[nH]c1=O,3.4,22.3,-3.8,0.5,i,-2.4,-11.7,6.9,i,2.4
COc1ccc(CN2C(=O)c3ccccc3C2C(=O)NCc2cccnc2)c(OC)c1 (configuration not stated),-2.2,3.2,-0.6,-0.1,i,-1.8,-1.1,2.9,i,-1.8
CCOC(=O)C1CCN(C(=O)C2CCCN(S(=O)(=O)c3ccc(OCC)c(Cl)c3)C2)CC1 (configuration not stated),0.7,3.1,-0.5,0.0,i,-0.1,-2.7,-0.4,i,1.2

# (more compounds)
SMILES,STEP block,NadD inh,CSN deneddyl inh,Rin1-Abl PPI inh,Rpn11 inh,LMPTP block,Scp1 inh,DNMT1 block,Neddyl block,SUMO1 PPI mod
COc1ccc(NC(=O)CCNS(=O)(=O)c2ccc(NC(C)=O)cc2)cc1Cl,-1.1,2.4,-5.8,-1.0,i,-3.1,-0.8,-1.1,i,3.7
CCOc1ccc(NC(=O)CSc2nc3ccsc3c(=O)n2CCCCCC(=O)O)cc1,-1.1,5.2,-2.6,-1.8,i,-1.6,/,4.2,i,3.9
CC(C)COc1ccc(C(=O)N2C(=O)c3ccc(N)cc3C2=O)cc1,0.2,13.5,2.5,-7.5,i,0.1,-7.2,35.4,i,-6.0
Cn1nnnc1SCC(=O)N(C1CCCCC1)C1CCS(=O)(=O)C1 (configuration not stated),-3.8,4.1,-3.6,-0.7,i,-0.7,-5.2,1.9,i,2.8
CC(C)n1c(NCc2ccc(Cl)cc2)nc2ccccc21,0.7,-5.2,2.6,-2.9,i,0.9,-7.9,-0.4,i,-0.4
COc1ccc(C(=O)OCC(=O)NC2CC2)cc1F,-2.4,0.9,4.9,3.8,i,0.1,11.5,2.9,i,0.5
O=C(O)/C=C/c1cccc(NS(=O)(=O)c2ccccc2)c1,4.2,-4.5,0.1,-0.9,i,-2.0,-6.3,1.2,i,-0.5
COc1ccccc1CNC(=O)COC(=O)c1ccc(C)s1,-4.6,-1.0,1.7,-2.9,i,1.3,-7.6,0.5,i,-4.8
CCCOC(=O)c1cccc(NC(=O)C(C)(C)C)c1,-1.3,-3.6,5.2,-0.9,i,-0.8,-9.5,17.7,i,-1.7
Fc1ccccc1C(c1nnnn1C1CCCC1)N1CCN(Cc2ccccc2)CC1 (configuration not stated),1.0,-0.8,-2.4,-0.1,i,-1.9,-4.7,0.3,i,2.3
Cc1cccc(CN2C(=O)c3ccccc3Sc3ccc(C(=O)O)cc32)c1,-2.0,-4.8,0.8,0.3,i,-1.9,-4.3,-0.6,i,1.8
COc1ccc([N+](=O)[O-])cc1C(=O)NC1CCN(Cc2ccccc2)CC1,-1.6,-5.0,-5.5,1.8,i,-2.3,-7.9,-2.3,i,-28.2
Cc1cccc(Oc2ccc(Cl)cc2N)c1,-0.1,5.4,-7.2,2.4,i,-0.5,2.5,0.3,i,0.0
CCOC(=O)C1C(=O)NC(c2ccccc2)=NC1c1cccc(Br)c1 (configuration not stated),-2.4,-5.1,3.1,0.1,i,-0.4,-6.3,0.4,i,-0.8
N/C(=N\OC(=O)c1ccc(Cl)c(Cl)c1)c1cccc(CSc2ccccn2)c1,0.9,1.1,2.2,-0.3,i,2.4,-1.2,-1.7,i,1.9
CCCC(=O)N1CC(=O)Nc2ccc(Br)cc2C1c1ccc(F)cc1 (configuration not stated),0.4,-0.6,-3.0,5.0,i,-1.6,-6.0,-1.0,i,-5.5
Cc1ccc(S(=O)(=O)N2CCc3ccccc3C2CC(=O)O)cc1 (configuration not stated),-0.7,-4.0,0.1,1.2,i,0.0,-4.1,0.7,i,-5.4
N#C/C(=C\c1ccc(C(=O)O)cc1)c1nc2sc3c(c2c(=O)[nH]1)CCCC3,-6.4,13.1,70.4*,-0.6,/,26.6,75.7*,43.4,i,31.2
N#CC(CC(=O)c1ccc(F)cc1)c1ccc2c(c1)OCO2 (configuration not stated),1.3,-8.7,-0.3,1.4,i,0.2,0.4,-3.7,i,4.3
CCCCCCn1cc(C(=O)OCC)c(=O)c2cc(F)c(F)cc21,0.8,5.3,6.6,-1.0,i,-0.2,-7.3,0.1,i,1.7
Cc1ccc(CCNc2ccccc2C)cn1,-0.6,-0.7,2.7,0.5,i,-3.2,4.6,-0.6,i,-1.0
COC(=O)c1ccc(NC(=O)CSC2=Nc3ccccc3C3CC=NN23)cc1 (configuration not stated),1.5,6.2,-2.4,7.9,i,-1.1,-10.8,-10.8,i,-2.7
O=C(O)CCC(=O)Nc1sc2c(c1C(=O)Nc1ccccc1)CCCCC2,-1.4,0.7,7.0,1.4,i,-1.1,-3.2,-14.2,i,0.9
O=C(COC(=O)CC1CCCC1)Nc1ccc(Cl)cn1,-0.6,-0.5,-2.0,3.5,i,-0.2,-3.9,2.7,i,1.8
CCC(CO)Nc1ccn2nc(-c3cc(OC)c(OC)c(OC)c3)cc2n1 (configuration not stated),4.3,-1.1,2.6,1.9,i,4.1,/,-1.9,/,5.6
O=C(CCNC(=O)c1ccccc1)Nc1nc2ccccc2s1,-1.8,1.7,5.9,-1.4,i,0.1,-7.6,-6.7,i,-0.5
C[C@H]1O[C@@H](n2cc(F)c(=O)[nH]c2=O)[C@H](O)[C@@H]1O,-3.0,1.3,-0.5,-0.8,i,0.1,-6.3,-0.2,i,2.9
CCOC(=O)c1[nH]c(C(=O)O)c(OC(=O)CC)c1C,-5.2,-3.2,2.0,2.0,i,-2.7,0.8,3.1,i,-0.3
Cc1ccc(NC(=O)CN(C)C(=O)COC(=O)C2=COCCO2)cc1,-0.4,1.9,-8.9,1.8,i,-0.2,-2.7,0.0,i,2.3
OC(c1ccccc1)c1nc(/C=C/c2ccc(C(F)(F)F)cc2)cs1 (configuration not stated),-0.4,-5.3,-1.6,0.7,i,2.7,/,14.7,i,-5.0
CCOC(=O)CSc1nc(N)cc(=O)[nH]1,3.0,-3.0,0.4,-7.8,i,-1.5,-7.0,0.7,i,-4.2
Cc1ccc(S(=O)(=O)CC(=O)Nc2ccc(Cl)cn2)cc1,1.1,-0.9,3.6,-4.7,i,-0.5,0.4,0.2,i,5.3
